MPTP block – inhibitors of mitochondrial permeability transition pore; inhibition, % at 10 µM; isolated mouse mitochondria, Ca2+ swelling absorbance, 30 min; 360,000 tested, 1.4% active;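 active means inhibition of 50% or more, scaled per plate between neutral and stimulator controls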;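 further: 0% = DMSO wells given calcium and 100% = 1 mM EGTA wells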
hIAP activ – increases human intestinal alkaline phosphatase activity; activation factor at 10 µM; 330,000 tested, 0.16% active; AID 2524; P09923; purified human IAP, CDP-Star luminescence, 30 min; active compounds read high; 1 = vehicle-only enzyme, 0 = enzyme-free background;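 active means activation factor of the enzyme at least 2-fold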; further: the source names both 10 and 20 µM as test concentration; values of inactives mirror those of a sister screen read the other way
Target sequence (P09923 whole entry, looked up): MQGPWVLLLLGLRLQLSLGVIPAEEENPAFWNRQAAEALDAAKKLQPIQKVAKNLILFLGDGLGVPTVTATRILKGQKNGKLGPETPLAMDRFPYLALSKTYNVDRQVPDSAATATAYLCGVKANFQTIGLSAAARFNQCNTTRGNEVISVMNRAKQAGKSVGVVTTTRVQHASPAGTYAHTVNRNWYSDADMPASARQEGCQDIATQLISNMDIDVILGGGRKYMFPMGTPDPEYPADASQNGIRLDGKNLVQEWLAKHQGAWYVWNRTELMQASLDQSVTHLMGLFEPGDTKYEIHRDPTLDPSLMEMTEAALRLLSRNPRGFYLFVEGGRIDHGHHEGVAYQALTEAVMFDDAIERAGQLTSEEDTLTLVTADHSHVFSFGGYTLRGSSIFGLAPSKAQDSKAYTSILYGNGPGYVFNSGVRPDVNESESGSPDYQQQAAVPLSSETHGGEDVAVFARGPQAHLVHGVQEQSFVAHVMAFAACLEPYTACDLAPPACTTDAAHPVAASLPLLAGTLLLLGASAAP
hIAP inh – human IAP inhibition. P09923. purified IAP, CDP-Star luminescence, 30 min. inhibition, % at 10 µM. 330,000 tested, 0.12% active. AID 2544;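 active means inhibition reaching a set limit with compound at 10 µM in the primary screen, cut at about 35% in these data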;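 further: plate controls were DMSO wells with enzyme for no effect and no-enzyme buffer wells for full effect; values of inactives mirror those of a sister screen read the other way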
APOBEC3G inh – inhibitors of human APOBEC3G DNA deaminase | recombinant A3G, ssDNA deamination FAM/TAMRA fluorescence | inhibition, % at 20 µM | 330,000 tested, 0.28% active;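 active means inhibition of at least 40% at 20 µM, with no more than 30% in the related APOBEC3A deaminase screen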;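 further: plate controls were DMSO wells with A3G for no effect and wells lacking A3G enzyme for full effect; some compounds called inactive have numbers as strong as hits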
Target sequence (Q9HC16 whole entry, looked up): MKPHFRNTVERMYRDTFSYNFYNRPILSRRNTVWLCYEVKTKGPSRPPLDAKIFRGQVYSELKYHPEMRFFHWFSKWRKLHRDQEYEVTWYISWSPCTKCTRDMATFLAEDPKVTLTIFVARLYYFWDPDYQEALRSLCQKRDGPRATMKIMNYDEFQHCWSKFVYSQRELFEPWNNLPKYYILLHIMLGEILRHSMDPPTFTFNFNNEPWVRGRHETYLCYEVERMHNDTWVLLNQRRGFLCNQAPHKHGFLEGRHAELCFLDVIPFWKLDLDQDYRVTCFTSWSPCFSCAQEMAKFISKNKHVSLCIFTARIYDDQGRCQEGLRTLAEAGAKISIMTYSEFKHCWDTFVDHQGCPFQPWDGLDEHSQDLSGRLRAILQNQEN
mIAP activ – mouse IAP activation. 330,000 tested, 0.24% active. activation factor at 10 µM. AID 2805. muIAP, CDP-Star luminescence, 30 min; active compounds read high; 1 = vehicle-only enzyme signal, 0 = enzyme-free wells;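 active means activation factor of at least 2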; further: the source names both 10 and 20 µM as test concentration; values of inactives mirror those of a sister screen read the other way
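System: Mouse IAP enzyme | Also added: CDP-Star substrate | Dosing: Compounds dispensed in DMSO | Schedule: 30 min enzyme-substrate-compound incubation at room temperature | Technique: Chemiluminescence readout | Control set: DMSO-only wells and no-enzyme negative control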
GRIN3A LBD mod – modulates the human NR3A ligand-binding domain | NR3A LBD differential scanning fluorimetry, Tm shift; 0% = protein alone, 100% = glycine-bound protein | Tm shift relative to glycine control, % at 25 µM | 340,000 tested, 2.5% active;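 active means melting temperature shift of at least 10% of the positive control shift, at one fixed dose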
mIAP inh – blocks mouse intestinal alkaline phosphatase; inhibition, % at 10 µM; purified mouse IAP, CDP-Star luminescence, 30 min; 330,000 tested, 0.2% active; AID 2806;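 active means inhibition of at least 40% at 10 µM in the primary screen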;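 further: plate controls were DMSO with enzyme for no effect and no enzyme wells for full effect; values of inactives mirror those of a sister screen read the other way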
APOBEC3A inh – inhibitors of human APOBEC3A DNA deaminase; P31941; recombinant A3A, FAM/TAMRA ssDNA deamination fluorescence; inhibition, % at 20 µM; 330,000 tested, 0.41% active; AID 493011;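 active means at least 40% inhibition at 20 µM here, with at most 30% in a related deaminase screen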;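 further: plate controls were A3A with DMSO for no effect and wells lacking A3A enzyme for full effect; some results filed as inactive read as strong as hits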
Target sequence (P31941 whole entry, looked up): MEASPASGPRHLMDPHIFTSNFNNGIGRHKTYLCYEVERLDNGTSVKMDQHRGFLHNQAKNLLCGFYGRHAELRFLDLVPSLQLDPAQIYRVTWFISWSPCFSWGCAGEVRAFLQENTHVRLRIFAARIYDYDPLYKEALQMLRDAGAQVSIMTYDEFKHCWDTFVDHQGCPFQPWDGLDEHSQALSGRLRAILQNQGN
beta cell repl – induces beta-cell replication in MIN6 cells; MIN6 cells proliferation, ATPlite luminescence, 48 h; cells starved in 0.2% serum; 100% = growth in 10% serum; 330,000 tested, 0.29% active; proliferation, % at 10 µM;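 active means compounds whose signal lies at least 3.5 SD above the mean of all wells on their plate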;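 further: 0% = DMSO-treated cells in low-serum medium and 100% = 10% serum control; some compounds called inactive have numbers as strong as hits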
Active calls of the source: *; x = no result given.

SMILES	MPTP block	hIAP activ	hIAP inh	APOBEC3G inh	mIAP activ	GRIN3A LBD mod	mIAP inh	APOBEC3A inh	beta cell repl
CC(=O)N1CCc2cc(S(=O)(=O)NC(C(=O)Nc3ccc4c(c3)OCCO4)C(C)C)ccc21 (stereo unspecified)	-0.6	0.79	21	1	0.94	-1	6	-2	-2
COc1ccc(OC)c(/C=N/NC(=O)c2cc(-c3ccc(C)o3)nc3ccccc23)c1	2.6	0.95	5	0	0.85	0	15	3	3
CS(=O)(=O)c1ccccc1-c1nc(-c2cccc(Cl)c2)no1	-1.0	1.2	-16	-5	1	1	-1	0	-1
CC(C)CCC(O)(c1ccccc1)C(CN1CCOCC1)c1ccccc1 (stereo unspecified)	-1.0	0.97	3	-1	0.93	-1	7	0	-3
COC(=O)C(NC(=O)CCc1nnc2ccc(N3CCC(C)CC3)nn12)C(C)C (stereo unspecified)	0.7	0.98	2	-8	1	2	-1	-3	-3
CCOc1cc(C(N)=O)cc(Cl)c1OCC	1.1	1	-2	-9	0.99	-4	1	-1	-1
NC(=NCCc1ccccc1)NC(=O)c1cc(Cl)ccc1O	56*	1	-3	1	1.1	-4	-10	1	-3
CCc1ccccc1Nc1nc(N)nc(COC(=O)CCNS(=O)(=O)c2ccccc2)n1	-0.1	1.1	-8	-6	1	2	-2	-2	0
COc1ccc(S(=O)(=O)N2CCCC2)cc1NC(=O)c1ccccc1F	-0.7	0.75	25	-6	1	0	-4	-1	-1
COc1ccc(S(=O)(=O)N2CCC[C@H]2C(=O)NCc2ccc(Cl)cc2)cc1	3.2	0.99	1	0	1	2	0	2	-2
Cc1onc(-c2ccccc2Cl)c1C(=O)Nc1cccc2cccnc12	23	0.86	14	0	0.85	0	15	-2	-7
S=C(NCc1ccco1)N/N=C/c1cccnc1	3.1	0.99	1	1	0.82	-1	18	-1	-2
CCC(C)(C(=O)NC1CCCC1)N(Cc1ccco1)C(=O)c1ccccn1 (stereo unspecified)	0.8	1	-3	-1	1.1	-1	-7	1	4
Cc1csc2nc(COC(=O)c3cccc(N(C)C)c3)cc(=O)n12	-0.5	1.1	-13	4	0.82	0	18	6	-8
O=C(COC(=O)C1CCN(S(=O)(=O)c2cccs2)CC1)c1cc2ccccc2o1	-0.4	0.93	7	2	0.9	-1	10	2	-2
O=C1c2ccccc2C(=O)N1CCOc1ccccc1Cl	0.1	1.2	-15	1	1.1	0	-8	1	-2
COc1cc2c(cc1NC(=O)CSc1nccn1C)oc1ccccc12	1.7	1.1	-12	1	1	-5	-4	-4	-3
O=C(c1ccccc1Oc1nnnn1-c1ccccc1)N1CCOCC1	0.1	0.92	8	-4	0.93	1	7	-1	3
COc1ccccc1CNc1nc(=S)[nH]c2cc(OC)c(OC)cc12	0.1	1.2	-20	-14	0.98	0	2	-7	-4
O=C(N/N=C/c1ccccc1F)NC12CC3CC(CC(C3)C1)C2	1.2	0.92	8	-5	1	-2	-2	-3	-6
CC(C)(CNc1ccc(S(=O)(=O)C(F)(F)F)cc1[N+](=O)[O-])N1CCOCC1	-0.1	1.1	-10	5	0.89	2	11	-4	-3
CC1Cc2nc(SCC(=O)Nc3ccc4c(c3)OCO4)n(CCc3ccccc3)c(=O)c2S1 (stereo unspecified)	0.0	0.82	18	-10	1.3	-28	-30	-2	-4
Cc1ccc(C)c(C2NC(=O)c3ccccc3N2)c1 (stereo unspecified)	-0.2	0.96	4	-9	0.96	2	4	-4	1
CC(CN1CCC(n2nccc2NC(=O)c2ccccc2Cl)CC1)c1ccccc1 (stereo unspecified)	-1.0	1	0	-11	0.99	-1	0	-4	1
COc1ccccc1N1CCN(S(=O)(=O)CCNC(=O)c2cccc(F)c2)CC1	-1.0	1	-4	-5	0.98	3	2	5	-3
The listing continues.
SMILES	MPTP block	hIAP activ	hIAP inh	APOBEC3G inh	mIAP activ	GRIN3A LBD mod	mIAP inh	APOBEC3A inh	beta cell repl
CC(=O)Nc1nc(-c2ccccc2)ns1	0.3	0.92	8	-2	0.99	-2	1	2	1
CN(C(=O)COC(=O)c1cccs1)c1c(N)n(Cc2ccccc2)c(=O)[nH]c1=O	-0.7	0.97	3	-5	0.98	1	2	0	2
COc1ccc(CN2CCOCC2)cc1	-3.1	1.1	-6	9	0.95	1	5	0	-1
O=C(CN1C(=O)COc2ccc(S(=O)(=O)N3CCOCC3)cc21)NCc1ccco1	-0.9	1	-1	-4	0.96	0	4	-2	0
COc1ccc(NC(=O)Cc2nnc(SCC(=O)NC3CCCCC3C)n2C)cc1 (stereo unspecified)	0.9	1	-4	-6	0.98	1	2	0	0
O=[N+]([O-])c1ccc(C2=Nn3cnnc3SC2)cc1	1.8	1.1	-10	-2	0.98	1	2	4	-1
CN(C)C(=O)NC(Nc1cccc([N+](=O)[O-])c1)C(Cl)(Cl)Cl (stereo unspecified)	2.4	1	-4	-4	0.9	0	10	-1	0
O=C(c1ccc(Cl)c(S(=O)(=O)NCc2ccco2)c1)N1CCN(c2ccccc2F)CC1	1.0	0.93	7	-5	0.95	2	5	-4	1
Fc1ccc(CN2CCN(c3ncccn3)CC2)c(F)c1	0.1	0.94	6	1	1.2	-1	-19	-5	0
OCCNc1ncnc2c1nnn2Cc1ccccc1	-0.5	0.91	10	-7	1.1	-1	-9	-6	-1
O=[N+]([O-])c1ccc(N/N=C/C=C/c2ccco2)cc1	76*	0.74	26	-12	0.73	41*	26	-2	-6
CCOC(=O)c1c(/N=C/C2=C(O)CCCC2=O)sc2c1CCCC2	5.6	0.83	17	12	0.88	-6	12	1	1
Cc1c(OCc2nn[nH]n2)ccc2c3c(c(=O)oc12)CCCC3	2.3	0.84	16	-1	0.92	1	8	2	0
Cn1cc(C[C@H](NC(=O)OC(C)(C)C)C(=O)N[C@H](CO)Cc2ccccc2)c2ccccc21	1.7	1.1	-12	-2	1.2	0	-19	-4	-2
COc1ccc(S(=O)(=O)N2CCN(C(=O)c3cc(-c4ccccc4OC)n[nH]3)CC2)cc1	-1.8	1	-3	-9	1.8	-3	-84	-3	-2
COC(=O)C1CCN(C(=O)COc2ccc(N(C)S(=O)(=O)c3ccc(C)cc3)cc2)CC1	0.5	1	-2	-5	1.1	-1	-14	-1	-4
Cc1nn(CCOc2ccccc2)c(=O)n1-c1cccc(F)c1	11	1	0	9	1.1	-3	-11	-1	-3
Cc1cc(NC(=O)c2ccccc2C)n(-c2cccc(F)c2)n1	-0.4	0.96	4	-5	1.1	-1	-6	0	-1
CCc1nc(N2CCN(S(=O)(=O)c3ccc(Br)cc3)CC2)c2c(C)c(C)sc2n1	1.8	0.88	12	-4	0.95	-1	5	-3	-2
O=C(COC(=O)CCc1c[nH]c(=O)[nH]1)Nc1cccc(Cl)c1	-1.5	1.1	-12	-2	0.92	-2	8	2	-4
Cc1ccc(N=C2NC(=O)S/C2=C\c2ccco2)cc1	41	0.8	20	-5	0.8	-1	20	-1	3
Cc1[nH]c2ccc(F)cc2c1CCN(Cc1ccncc1)C(=S)Nc1ccccc1	1.6	0.91	9	6	1.2	0	-21	0	-4
Cc1ccc(NC(=O)CN(C)C(=O)CSc2nnc(C)s2)cc1	-0.7	1.2	-16	-7	1	-9	-1	-3	-1
O=C(CN1CCN(Cc2ccc(F)cc2Cl)C1=O)NCc1cccs1	0.9	1	-1	-5	1	-1	0	3	-1
COC(=O)COc1ccc(-n2cnnn2)cc1	0.7	0.91	9	-10	0.97	1	3	-1	3

Three entries drawn at random from those above, as already listed:
SMILES	MPTP block	hIAP activ	hIAP inh	APOBEC3G inh	mIAP activ	GRIN3A LBD mod	mIAP inh	APOBEC3A inh	beta cell repl
O=C(c1ccc(Cl)c(S(=O)(=O)NCc2ccco2)c1)N1CCN(c2ccccc2F)CC1	1.0	0.93	7	-5	0.95	2	5	-4	1
CCc1nc(N2CCN(S(=O)(=O)c3ccc(Br)cc3)CC2)c2c(C)c(C)sc2n1	1.8	0.88	12	-4	0.95	-1	5	-3	-2
O=C(COC(=O)CCc1c[nH]c(=O)[nH]1)Nc1cccc(Cl)c1	-1.5	1.1	-12	-2	0.92	-2	8	2	-4

Additional structures
SMILES	MPTP block	hIAP activ	hIAP inh	APOBEC3G inh	mIAP activ	GRIN3A LBD mod	mIAP inh	APOBEC3A inh	beta cell repl
Cc1ccc(C)c(NC(=O)C2CCN(C(=O)c3cccs3)CC2)c1	-0.6	0.92	8	-7	0.96	1	4	-1	0
Cc1ccccc1-n1ncc(C(C)NC(=O)c2ccccc2)c1C (stereo unspecified)	7.6	1	-4	0	0.95	-1	5	1	-3
O=C(COC(=O)c1cccc(Br)c1)NCCC1=CCCCC1	0.6	0.89	11	-10	1	5	-2	2	0
OC[C@@H]1[C@@H](c2ccccc2)C(c2cccc(Cl)c2)=NN1c1ccccc1	0.6	x	x	2	2.5*	26*	-151	3	x
COc1ccccc1NC(=O)Cn1cc(C(=O)C(=O)N2CCOCC2)c2ccccc21	0.7	1.1	-8	-9	1.1	0	-7	-2	0
CCc1cc(C(=O)N2CCCC(C(=O)c3ccc(Cl)cc3)C2)no1 (stereo unspecified)	0.6	0.93	7	3	0.96	0	4	3	-2
COc1ccc(C(CNC(=O)c2ccc(OCc3ccccc3)cc2)N2CCOCC2)cc1 (stereo unspecified)	-1.9	1	-3	-1	1.1	0	-12	-3	-7
Nc1c(C(=O)N2CCOCC2)oc2ccccc12	-3.3	1	-4	-5	0.96	1	4	-6	-1
CC1Cc2ccccc2N1C(=O)CCn1cccn1 (stereo unspecified)	4.3	0.89	11	4	0.94	-2	6	4	-1
Clc1ccc(OCCCCN2CCc3ccccc3C2)cc1	-2.1	1.1	-10	-7	0.92	1	8	-3	-4
Cc1cc(C)cc(N2C(=O)C3C4C=CC(C4)C3C2=O)c1 (stereo unspecified)	0.4	0.91	9	-9	0.98	0	2	35	-2
N#Cc1ccsc1NC(=O)COC(=O)C1=NNC(=O)CC1	-0.3	0.99	1	14	0.71	-3	29	2	-3
O=C(c1cc2nc(-c3ccco3)cc(C(F)(F)F)n2n1)N1CCN(c2ccccc2)CC1	-0.1	0.88	12	-1	1	0	0	-1	0
Cc1ccc(C)c(S(=O)(=O)N2CCCC2CNC(=O)C(=O)NCCN2CCOCC2)c1 (stereo unspecified)	-2.1	1	-5	-9	0.89	0	11	-4	5
COc1ccccc1CN(C)C(C)C(=O)Nc1cccc(C(C)=O)c1 (stereo unspecified)	-0.5	1	-4	-9	0.94	-3	6	4	1
Cc1ccc(S(=O)(=O)N2CCC(C(=O)Nc3nnc(-c4ccco4)s3)CC2)cc1	0.7	0.88	12	5	0.82	-3	18	1	-3
O=C(Nc1ccn(Cc2ccccc2F)n1)c1ccc(COc2ccc(Cl)cc2Cl)o1	0.4	0.88	12	-2	0.9	-7	10	1	-3
CCSc1ccccc1C(=O)Nc1ccc([N+](=O)[O-])cc1OC	-0.9	0.98	2	8	1.1	-14	-6	2	-2
O=C(c1ccc(NS(=O)(=O)c2ccc3[nH]c(=O)[nH]c3c2)cc1)N1CCCC(C(F)(F)F)C1 (stereo unspecified)	-1.5	0.99	1	-8	1	0	-4	-2	-1
CCN1CCN(c2nc3c(c(=O)[nH]c(=O)n3C)n2Cc2ccccc2F)CC1	0.1	1.1	-6	-5	1	-1	-3	-4	-3
COc1cccc(/C=C2/SC(=S)N(CC(=O)NC3C=CS(=O)(=O)C3)C2=O)c1 (stereo unspecified)	-1.3	1.5	-52	2	0.9	-5	10	-5	-1
CCOc1cc2c3c(c1)C(C)=CC(C)(C)N3C(=O)C2=O	-0.3	0.9	10	-6	1.1	-1	-7	5	-5
CCOC(=O)N1CCN(S(=O)(=O)c2ccc(-n3cnnn3)cc2)CC1	-0.7	1.2	-16	-3	0.99	-3	1	-3	-2
